# ERG-DNA inh – blocks human ERG Ets domain binding to DNA; 370,000 tested, 0.028% active; Potency, µM (top dose mostly 76.9 µM), inactives show at the top dose FP activity, negative = inhibition, hits mostly inhibitors; fluorescence polarization, His-ERG Ets domain / labelled DNA; active means well fitted inhibition curve with a large enough effect in the polarisation, with a control signal flat; inconclusive means small, poorly fitted or top-dose-only effect, or effect the other way, or a change in a side signal; inactive means no such curve, though single readings can be large or run the other way; the % refers to the polarisation;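 further: polarization taken with two DNA probes labelled with fluorescein and Texas red; potency means the concentration at half of the fitted maximal effect; % of control where 0% means no effect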
#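 His-tagged ERG Ets domain (1 uM in the protein solution; 300mM KCl, 50mM Tris-HCl, 1mM EDTA, 1mM DTT, pH 7.5) received compound, then a probe mix of 5 nM fluorescein-DNA and 100nM Texas-615-DNA. Fluorescence polarization was read for both dyes.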
# LDHA inh – blocks human lactate dehydrogenase A. purified LDHA, NADH/diaphorase-resazurin fluorescence; active compounds read low. activity change, % (values are at about 110 or 230 µM). AID 1347041. 480,000 tested, 0.15% active; in the data active means activity change below about -30%; inconclusive means mostly about -25% to -30%;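 further: plate controls were DMSO wells for no effect and wells without enzyme for full effect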
#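 Remaining NADH was detected by diaphorase (0.133 mg/mL) converting 37 µM resazurin to fluorescent resorufin, read at 0 and 20 minutes. The preceding 5-minute room-temperature reaction used 2 nM LDHA, 0.2 mM sodium pyruvate and 0.06 mM NADH at pH 7.4.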
# POLB inh – inhibitors of human DNA polymerase beta; P06746; Pol beta primer extension/strand displacement, fluorescence kinetic; Potency, µM (doses to about 114 µM), without a hit: at the highest dose activity change, negative = inhibition, most hits filed as inhibitors; 340,000 tested, 1.3% active; AID 485314; further: potency means the concentration at half of the fitted maximal effect; on the % scale 0 is the no-effect control and ±100 the full control effect
#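 Kinetic readout of DNA synthesis with strand displacement by Pol beta. Compound and 10 nM enzyme sit 15 min at room temperature; 50 nM substrate starts the reaction, read immediately and at 10 min.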
# 12-LOX inh – ALOX12 (human) lipoxygenase inhibition; P18054; Potency, µM (doses to about 108 µM), inactives show at the top dose activity change, negative = inhibition, hits mostly inhibitors; purified 12hLO, xylenol orange hydroperoxide absorbance; 580,000 tested, 1.1% active; further: potency means the concentration at half of the fitted maximal effect; on the % scale 0 is the no-effect control and ±100 the full control effect
#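 Hydroperoxide product was detected by ferrous iron/xylenol orange as the 573 to 405 nm absorbance ratio. Arachidonic acid at 40 uM (final) was turned over for 30 min at room temperature by 150 nM human 12hLO, pH 7.0 Hepes buffer, after 15 min compound preincubation.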
# Pol eta inh – inhibitors of human DNA polymerase eta; recombinant Pol eta, fluorescent DNA replication assay; Potency, µM (highest dose often 114 µM), for the others: top-dose activity change, negative = inhibition, usual class: inhibitors; 390,000 tested, 1.2% active; AID 588591; further: potency means the concentration at half of the fitted maximal effect; on the % scale 0 is the no-effect control and ±100 the full control effect
# Target sequence (Q9Y253 whole entry, looked up): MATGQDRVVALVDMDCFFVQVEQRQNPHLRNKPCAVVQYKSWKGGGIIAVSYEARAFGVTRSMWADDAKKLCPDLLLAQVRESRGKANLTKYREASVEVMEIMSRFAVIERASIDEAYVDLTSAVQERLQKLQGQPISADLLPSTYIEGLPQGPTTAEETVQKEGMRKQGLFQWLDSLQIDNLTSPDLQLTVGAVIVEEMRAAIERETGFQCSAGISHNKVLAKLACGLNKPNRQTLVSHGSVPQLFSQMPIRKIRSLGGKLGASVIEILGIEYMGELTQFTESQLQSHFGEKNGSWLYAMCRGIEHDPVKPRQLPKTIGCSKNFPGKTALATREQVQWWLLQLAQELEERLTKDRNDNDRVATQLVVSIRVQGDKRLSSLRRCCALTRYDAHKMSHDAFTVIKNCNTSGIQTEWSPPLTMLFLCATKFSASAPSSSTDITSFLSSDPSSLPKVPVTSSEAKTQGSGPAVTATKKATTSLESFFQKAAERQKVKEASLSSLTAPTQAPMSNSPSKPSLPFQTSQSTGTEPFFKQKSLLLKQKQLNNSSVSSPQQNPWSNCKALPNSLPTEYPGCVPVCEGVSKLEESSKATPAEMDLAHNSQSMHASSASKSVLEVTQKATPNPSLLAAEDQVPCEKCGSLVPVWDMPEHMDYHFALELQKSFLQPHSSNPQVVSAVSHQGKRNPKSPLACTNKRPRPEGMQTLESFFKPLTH
#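 Pol eta (10 nM) was preincubated with compounds for 15 min at room temperature, after which fluorescent replication substrate (50 nM final) was added to start the reaction. Fluorescence was read kinetically at 0 and 10 min.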
# Anesthetic bind – candidate novel general anesthetic via apoferritin binding; apoferritin/1-aminoanthracene competitive binding, fluorescence; Potency, µM (doses to about 77.5 µM), without a hit: at the highest dose activity change, negative = displacement, hits mostly inhibitors; 350,000 tested, 0.074% active; AID 485281; further: potency means the concentration at half of the fitted maximal effect; on the % scale 0 is the no-effect control and ±100 the full control effect; nearly all actives have a fitted effect of over 20% in size
# Target sequence (P02791 2-175 limits assumed): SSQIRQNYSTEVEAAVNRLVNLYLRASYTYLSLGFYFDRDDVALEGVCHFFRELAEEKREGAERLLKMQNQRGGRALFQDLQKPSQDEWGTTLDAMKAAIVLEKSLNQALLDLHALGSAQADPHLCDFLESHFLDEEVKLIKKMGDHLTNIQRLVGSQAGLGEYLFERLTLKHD
#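 Horse-spleen apoferritin (10 uM) was mixed with 50% saturated 1-aminoanthracene in PBS, exposed to compounds for 10 min at room temperature, and read for fluorescence (ex 380 nm, em 535 nm). Competitive displacement was fitted with a four-parameter Hill equation.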
# APEX1 inh – APE1 (human) endonuclease inhibition; P27695; Potency, µM (doses to about 65.8 µM), without a hit: at the highest dose activity change, negative = inhibition, usual class: inhibitors; 350,000 tested, 0.35% active; AID 2517; recombinant APE1, TAMRA/BHQ-2 abasic DNA cleavage fluorescence;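 further: potency means the concentration at half of the fitted maximal effect; plate controls were vehicle for no effect and reference inhibitor for full effect; nearly all actives have a fitted effect of over 55% in size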
#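 Enzyme (0.75 nM final) and test compound are incubated 15 min at room temperature before adding 50 nM quenched THF abasic-site duplex. Cleavage dequenches TAMRA, followed at 525/598 nm over three reads one minute apart.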
# Pol kappa inh – blocks human DNA polymerase kappa activity | Potency, µM (top dose mostly 107 µM), for the others: at the highest dose activity, negative = inhibition, usual class: inhibitors | 400,000 tested, 0.53% active | purified Pol kappa, fluorescent DNA synthesis assay, 10 min | Q9UBT6; further: potency means the concentration at half of the fitted maximal effect; on the % scale 0 is the no-effect control and ±100 the full control effect
#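 Activity was followed as the change in fluorescence between reads at 0 and 10 min after starting the reaction with 50 nM substrate. Beforehand, 10 nM polymerase had been preincubated with compound for 15 min at room temperature.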
# RGS4 inhibitor – inhibitors of human regulator of G protein signaling 4; Transcreener GDP fluorescence polarization, RGS4-accelerated GTP hydrolysis; 390,000 tested, 0.039% active; P49798; Potency, µM (doses to about 114 µM), inactives show top-dose activity change, negative = inhibition, usual class: inhibitors; AID 504845; further: potency means the concentration at half of the fitted maximal effect; on the % scale 0 is the no-effect control and ±100 the full control effect; nearly all actives have a fitted effect of over 75% in size; some results filed as inactive show a strong effect at the top dose
#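 MLSMR compounds (23 nl, pin-transferred) preincubated 10 min at room temperature with a 500nM (2x) first reagent, then RGS4 at 900nM (2x) plus Transcreener GDP mix added; fluorescence polarization (620/688 nm) read before and after 90 min at 30 °C.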
# * = called active by the depositor; u = inconclusive; x = not tested or not shown; & = joins results of further samples; [ ] = remark or other dose. Unless noted, the call rests on the fitted dose curve; in most records, active means well fitted curve in the direction sought with a large enough effect; inconclusive means small, poorly fitted or top-dose-only effect, or another doubt; inactive means no such curve, though single readings can be large; an effect the other way counts as inactive or inconclusive. An excerpt; the hit share may differ from the screen's.
SMILES,ERG-DNA inh,LDHA inh,POLB inh,12-LOX inh,Pol eta inh,Anesthetic bind,APEX1 inh,Pol kappa inh,RGS4 inhibitor
COc1ccc(C(=O)OCC(=O)NC(Cc2ccccc2)C(C)=O)cc1S(=O)(=O)N1CCCC1 (stereo not given),3.1%,-2.6,x,2.0%,-15.9%,x,0.0%,-21.2%,-1.9%
Cc1ccc(-c2nsc(SCC(=O)NCc3ccc4c(c3)OCO4)n2)cc1,-1.8%,-3.7,-23.8%,-4.7%,-24.2%,-11.0%,-2.5%,5.7%,24.8%
CC(/C=C/c1ccccc1F)=N\NC(=O)C(C)C,-6.7%,-2.2,63.0%,-22.2%,-7.2%,-0.5%,23.2%,-5.7%,14.7%
Cc1ccc(C[n+]2ccccc2)cc1,-2.5%,-1.3,x,u,-19.1%,x,33.8%,-4.7%,0.8%
COc1ccc(NC(=O)CSc2nc3c(c(=O)n2-c2ccccc2)SCC3)c(OC)c1,0.8%,-0.5,-11.8%,47.0%[activator],-12.4%,-8.0%,0.8%,-2.4%,-16.2%[11.4 µM]
O=C(O)c1c(NC(=O)N(CCO)Cc2ccccc2)sc2c1CCCC2,-4.1%,-1.6,-2.1%,31.0%[activator],-7.1%,-6.2%,-12.0%,-0.9%,-9.6%
Cc1ccc(CNC(=O)c2c[nH]c3ccc(S(=O)(=O)Nc4ccc(C(C)C)cc4)cc3c2=O)cc1,-3.1%,0.9,-29.6%,u,79.4µM*,-15.7%,x,2.4%[60.1 µM],34.5%
Cc1cc(C)cc(OCC(=O)N2Cc3ccccc3CC2C(=O)O)c1 (stereo not given),14.2%,5.8,u,u,u,-0.6%,1.3%,-16.0%,-19.4%
COc1ccccc1-c1noc(CSc2nnc(Cc3ccccc3)n2-c2ccc(C)c(C)c2)n1,-0.8%,-2.0,1.8%,2.9%,-18.8%,28.5%,x,5.5%,-7.5%
N#Cc1nnn(Cc2ccccc2)c1N,-3.3%,-2.2,10.5%,-9.8%,-1.7%,-1.5%,u,5.5%,11.0%
O=c1c(Cl)c(NCc2ccccc2)cnn1C12CC3CC(CC(C3)C1)C2,9.7%,-5.8,-5.8%,-10.8%,-1.9%,-19.9%,3.3%,-7.9%,11.3%
Cn1c(=O)oc2cc(S(=O)(=O)CCC(=O)N3CCN(c4ccccc4F)CC3)ccc21,-2.7%&4.6%,0.7&0.3,2.9%&0.3%,9.3%&-1.3%,9.2%&-8.8%,8.1%&0.0%,-9.4%,-12.0%&5.6%,19.9%&-17.6%
CCNc1oc(-c2cccc3ccccc23)nc1C#N,3.3%,-6.5,24.4%,0.1%,u,297.1%[activator],3.0%,-7.8%,2.1%
COc1ccc(OCCSc2nc(-c3ccccc3)cc(=O)[nH]2)cc1,1.8%,-10.4,14.6%,0.9%,-17.3%,-5.0%,0.4%,-3.1%,10.2%
COc1ccccc1NC(=O)CSc1nnc2ccc(-c3cccnc3)nn12,9.4%,-0.3,-26.5%,0.8%,-11.2%,-16.3%,1.6%,-1.7%,-15.7%
COc1cccc(-n2c(C)cc(/C=C3/C(=N)N4C(=NC3=O)SN=C4S(C)(=O)=O)c2C)c1,14.6%,5.9,4.5%,u,17.8µM*,-9.2%,17.9%,-25.7%,-52.3%
Cn1cc(CCC(=O)N2CCCC(CCC(=O)NCc3ccccc3F)C2)cn1 (stereo not given),-6.1%,-3.9,4.0%,3.3%,-3.5%,-9.0%,1.3%,-9.9%,34.0%
NS(=O)(=O)c1ccc(CCNC(=O)COC(=O)CCc2ccccc2)cc1,8.6%,1.7,0.0%,1.2%,0.0%,-2.5%,-0.8%,8.2%,4.8%
COC(=O)C1C(c2ccc(OC)c(OC)c2)NC(c2ccc(OC)c(OC)c2)C(C(=O)OC)S1(=O)=O (stereo not given),x,-5.2,-0.9%,14.3%,9.7%,1.3%,2.6%,-12.4%,16.3%
Cc1cc(C)nc(SC2CCCCC2NS(=O)(=O)c2ccccc2)n1 (stereo not given),-1.4%,-2.1,23.3%,0.3%,-19.3%,-3.6%,12.7%,-4.8%,-16.9%
CCOc1ccc(NC(=O)Cn2c(=O)n(Cc3ccc(C(=O)NCc4ccc(C)cc4)cc3)c(=O)c3ccccc32)cc1,-8.0%,-3.2,u,u,-5.1%,2.0%,x,-14.2%,-28.8%
Cc1onc(-c2ccccc2)c1C(=O)Nc1ccc(Br)cc1Cl,5.4%,-1.0,-0.1%,-10.2%,-12.0%,-8.5%,0.0%,-15.7%,17.7%
Cc1csc(CN(C)C(=O)CC2C(=O)NCCN2Cc2ccc(F)cc2Cl)n1 (stereo not given),-7.1%,4.2,16.4%,-0.4%,-17.9%,-10.7%,11.2%,5.5%,-12.6%
O=C(c1ccc(OC2CCN(C/C=C/c3ccccc3)CC2)cc1)N1CCCC1,7.0%,-1.9,0.7%,21.7%,-27.8%,-15.9%,11.9%,-11.9%,-0.4%
Cc1cccc(NS(=O)(=O)c2ccc3[nH]c(=O)cc(C(=O)O)c3c2)c1,5.5%,-6.1,-12.0%,-15.9%,-3.8%,-4.4%,u,-10.2%,10.8%
Cc1cccc(NC(=S)NC2CCCC2)c1C,0.3%,-13.8,9.4%,u,-16.0%,-10.2%,-2.8%,-15.8%,-2.4%
O=C(c1ccc(Cl)cc1)[C@@H]1[C@@H]2C(=O)N(c3ccccc3)C(=O)[C@@H]2C2c3ccccc3C=NN21 (stereo not given in full),0.1%,1.9,27.1%,-3.8%,-25.6%,4.3%,-9.1%,-18.2%,17.4%[11.4 µM]
CC(C)N(Cc1nccn1C)C(=O)CC1C(=O)NCCN1Cc1ccccc1C(F)(F)F (stereo not given),-5.6%,-4.5,9.9%,6.6%,-6.2%,-3.7%,5.4%,-12.0%,u
CCc1ccc(N2CN(CCc3ccccc3)CNC2=S)cc1,-1.2%,-7.6,17.0%,u,-10.0%,-6.4%,2.9%,2.2%,-19.9%
COc1ccc(-n2nc(C(=O)NCC(=O)Nc3cccc(C)n3)c3ccccc3c2=O)cc1,-1.2%,-15.4,36.4%,19.9%,-2.9%,-9.8%,13.1%,-8.4%,-8.1%
COc1cc(-c2n[nH]c(=S)n2/N=C/c2cccn2C)cc(OC)c1OC,-5.5%,-3.5,3.4%,u,-15.1%,-10.3%,-6.8%,-1.9%,u
COc1ccccc1NC(=O)COC(=O)c1ccc(S(=O)(=O)NCc2ccco2)cc1,-0.1%,-1.8,u,-10.7%,u,u,u,u,-28.0%
COc1cccc(/C(O)=C2/C(=O)C(=O)N(c3ccccn3)C2c2ccc(OC)c(OC)c2)c1 (stereo not given),0.0%,0.4,-1.0%,u,-10.7%,-18.2%,3.9%,-0.5%,12.4%
CC1(C)CC(=O)C=C(NCCN2CCN(C(=O)Nc3ccc(Cl)c(Cl)c3)CC2)C1,1.8%,1.3,5.5%,-5.3%,-21.4%,3.5%,-0.9%,-2.7%,7.7%
O=C(NNC(=O)c1cccnc1Cl)c1ccc(F)cc1,0.7%,-1.6,28.7%,x,-13.1%,1.6%,2.0%,10.5%,-12.9%
COC(=O)CC(=O)CSc1nc2cc(C(=O)NCC(C)C)ccc2c(=O)n1CCc1ccccc1,7.8%,3.4,-7.7%,3.3%,-7.8%,u,x,-6.0%,u
Cc1[nH]n(-c2ccccc2)c(=O)c1C=NC1CCCCC1,-6.3%,-4.6,4.4%,-7.2%,-2.3%,-5.5%,2.5%,2.1%,12.1%
CC(C)c1ccc(S(=O)(=O)c2nnn3c2nc(NCC2CCCO2)c2ccccc23)cc1 (stereo not given),4.8%,-0.9,10.6%,x,-7.7%,-11.7%,14.2%,3.0%,6.0%
O=[N+]([O-])c1cnccc1Nc1ccccc1,5.7%,-3.8,2.7%,0.0%,-10.7%,-13.0%,-5.8%,-6.0%,-40.7%[56.9 µM]
O=C(CCNS(=O)(=O)c1ccc(Br)cc1)NCC1CCCO1 (stereo not given),-11.8%,-2.0,x,1.4%,-3.8%,x,3.8%,-6.8%,3.8%
CCC(=O)Nc1nnc(SCc2cccc(F)c2)s1,11.7%,-2.1,30.3%,1.3%,-9.5%,-10.1%,2.7%,-6.9%,31.1%
C=CCn1c(-c2ccccc2)nc(=S)c2c1CC(C)(C)OC2,9.4%,0.0,22.5%,-1.1%,-7.9%,-9.1%,-4.1%,-1.3%,-9.8%
